# Lipid storage S3 = qHTS Assay for Lipid Storage Modulators in Drosophila S3 Cells. actives 0.64% (n = 320,000). lipid storage change, negative = inhibition, % at the top dose, mostly 46.1 µM; hits show Potency in µM. Drosophila S3 cells, BODIPY lipid droplet fluorescence, 18-24 h; cells fed with added oleic acid. AID 2685; active = well fitted inhibition curve with a large enough effect in the signal ratio, with a control signal flat, not every such curve was filed as active; inconclusive = small, poorly fitted or top-dose-only effect, or effect the other way, or a change in a side signal; the % refers to the signal ratio
#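 Laser-scanning cytometry quantifies lipid droplet accumulation (500–530 nm total intensity; droplet/cell object ratio) in oleic acid-fed (400 uM added) Drosophila S3 cells treated with a concentration series. 20 uM Triacsin C defined 100% inhibition.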
# Lipid storage S3 cell count max = second read-out of Lipid storage S3, no call of its own (marks repeat the call); cell number change, %; measured here: cell count max response;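 cells counted by Cell Tracker Red CMTPX staining in the red channel; peak over a dose series mostly up to 46.1 µM; percent activity relative to internal control wells on each plate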
# An asterisk follows results filed as active; i = inactive; ? = inconclusive; · = no result given; [ ] = dose if it differs, or a comment. % is scaled to controls: 0 for no effect and ±100 for the full control effect; potency is read from the fitted curve at half-maximal effect. These rows are one share of the data. The share of hits here may be higher or lower than overall.
# Preview, 3 compounds:
SMILES,Lipid storage S3,Lipid storage S3 cell count max
O=C(Nc1cc(Sc2ccccn2)cc([N+](=O)[O-])c1)c1cccc(Cl)c1,12%,13
O=C(CCN1CCN(Cc2ccccc2)CC1)NNC(=O)Nc1cccc(C(F)(F)F)c1,?,·
CN(C)S(=O)(=O)c1ccc(C(=O)Nc2ccccc2C(=O)O)cc1,0%,19

# Main list (from the top)
SMILES,Lipid storage S3,Lipid storage S3 cell count max
O=C(Nc1cc(Sc2ccccn2)cc([N+](=O)[O-])c1)c1cccc(Cl)c1,12%,13
O=C(CCN1CCN(Cc2ccccc2)CC1)NNC(=O)Nc1cccc(C(F)(F)F)c1,?,·
CN(C)S(=O)(=O)c1ccc(C(=O)Nc2ccccc2C(=O)O)cc1,0%,19
Cc1nc(Nc2ccc(S(N)(=O)=O)cc2)oc1C,?,·
O=S(=O)(NCC(c1ccc2c(c1)OCO2)N1CCN(c2ccccc2)CC1)c1ccccc1 (centres undefined),?,·
NC(=O)c1c(NC(=O)C2CCCO2)sc2c1CCCCC2 (centres undefined),?,·
Cn1c(SCc2nnc(-c3ccc(F)cc3)o2)nnc1C1COc2ccccc2O1 (centres undefined),?,·
COc1cc(-c2nnc(SCc3cc(=O)oc4cc(C)ccc34)o2)cc(OC)c1OC,?,·
COc1ccc(-c2nc(N3CCOCC3)nc3n[nH]c(N)c23)cc1,-16%,-12
Cc1c(OCC(=O)NC2CC(C)(C)NC(C)(C)C2)ccc2c1oc(=O)c1ccccc12,i,24
COc1ccc(-n2nc(C(=O)Nc3ccc(OC)c(OC)c3)c3c4ccccc4n(C)c3c2=O)cc1,?,·
O=C(CC(=O)Nc1nc(C23CC4CC(CC(C4)C2)C3)cs1)NCCO,?,·
CC(C(=O)Nc1ccc(S(=O)(=O)N2CCCC2)cc1)N1CCN(C(=O)c2ccco2)CC1 (centres undefined),?,·
O=C(NN=C1CCCC1)c1cccc(O)c1,15%,·
CC(C)CN(C(=O)COC(=O)c1ccccc1NCc1ccco1)c1c(N)n(Cc2ccccc2)c(=O)[nH]c1=O,?,·
O=C(CNCCc1ccc(Cl)cc1)Nc1ccc(C(=O)N2CCCCC2)cc1,?,·
COc1cccc(Nc2nc(-c3sc(NC(=O)c4ccccc4)nc3C)cs2)c1,?,·
O=C(c1ccc2c(c1)N(Cc1ccccc1F)C(=O)c1ccccc1S2(=O)=O)N1CCCC1,?,·
COc1ccc(C(=O)NC(=S)Nc2ccc3c(c2)Cc2ccccc2-3)cc1,?,·
COc1cc(=O)[nH]c(SCc2c(F)c(F)c(F)c(F)c2F)n1,?,·
COc1ccccc1CNC(=O)c1ccccc1NS(C)(=O)=O,?,·
CN(c1ccccc1)S(=O)(=O)c1cccc(NC(=O)Cc2n[nH]c(=O)c3ccccc23)c1,?,·
CCOC(=O)c1c(NC(=O)c2cccs2)sc2c1CCC2,15%[9.22 µM],-16
Cc1ccccc1C(=O)NC(=S)Nc1ccccc1C(F)(F)F,?,·
O=C(CCc1nnc2ccc(NCc3ccco3)nn12)N1CCN(c2ccccc2F)CC1,?,·

# The list goes on, starting with the last 3 of the part before.
SMILES,Lipid storage S3,Lipid storage S3 cell count max
CCOC(=O)c1c(NC(=O)c2cccs2)sc2c1CCC2,15%[9.22 µM],-16
Cc1ccccc1C(=O)NC(=S)Nc1ccccc1C(F)(F)F,?,·
O=C(CCc1nnc2ccc(NCc3ccco3)nn12)N1CCN(c2ccccc2F)CC1,?,·
Fc1cccc(CO/N=C/c2c(-c3ccccc3)nc3ccc(Cl)cn23)c1,?,·
Cc1nc2sccn2c(=O)c1S(=O)(=O)N1CCN(c2ccc(F)cc2)CC1,?,·
COc1ccc(C(=O)NC(=S)Nc2ccc3oc(=O)ccc3c2)cc1[N+](=O)[O-],?,·
COc1ccc(OC)c(/C=C2\SC(=S)N(Cc3cccnc3)C2=O)c1,?,·
CCOC(=O)N1CCN(C(=O)c2ccccc2N(Cc2ccccc2)S(=O)(=O)c2ccccc2)CC1,-5%,-17
COc1nc(NS(=O)(=O)c2ccc(C)cc2)nc(C)c1Cl,-41%,-16
COc1ccc(S(=O)(=O)NC(C)C(=O)NCC2CCCO2)cc1OC (centres undefined),i,10
COc1ccc(Cl)cc1NC(=O)CSc1nnc(Cn2c(=O)sc3ccccc32)n1C,?,·
C(=C\c1ccccc1)/C=N/n1cnnc1,?,·
COC(=O)c1cc(Br)c(=O)n(Cc2ccc3c(c2)OCO3)c1,5%,·
CCNC(=O)CC(=O)Nc1ccccc1C(=O)O,?,·
C/C(=N/NC(=O)CNc1ccc(C)cc1)c1ccc(Cl)cc1,?,·
C#CCOc1c(Br)cc(/C=C2/C(=O)ON=C2C)cc1OC,?,·
Cc1ccc(NCC(O)C(O)C(O)CO)c(N=Nc2ccccc2)c1C (centres undefined),?,·
COc1ccc(OC)c(CCNC(=O)CS(=O)(=O)Cc2nc(-c3ccc(C)cc3)oc2C)c1,?,·
O=C(NCc1cccc(Cl)c1)c1cccc(S(=O)(=O)N2CCCCC2)c1,?,·
CC1=CC(C)(C)n2c(O)c(N=NC(N)=S)c3c(C)ccc1c32,1%,6
CCc1ccc(OCCNC(=O)c2cc(SC)ccc2Cl)cc1,?,·
CCc1ccc(-n2c(C)cc(/C=N/NC(=O)c3ccncc3)c2C)cc1,?,·
CCCCNC(=O)/C(C#N)=C/c1ccc(F)cc1F,?,·
CCCCCn1c(Br)nc2c1c(=O)n(CC(N)=O)c(=O)n2C,?,·
CCCn1c2c(c(=N)c3c1CCC3)CCC2,?,·
Cc1cccc(NS(=O)(=O)c2cccc([N+](=O)[O-])c2)n1,0%,·
CCc1cccc(C)c1NC(=O)Cc1ccsc1,?,·
C/C(=N\Nc1nc(N)cc(Cl)n1)c1cccc(N)c1,?,·
SMILES,Lipid storage S3,Lipid storage S3 cell count max
Cc1ccc(C(=O)OCC(=O)N2CCOCC2)c(C)c1,?,·
NS(=O)(=O)c1ccc(Nc2nc(-c3ccc(O)cc3)cs2)cc1,?,·
CCOC(=O)C1C(=O)NC(SCC(=O)Nc2nccs2)=C(C#N)C1c1ccccc1OCC (centres undefined),0%,-28
O=C(N/N=C/C=C/c1ccc2c(c1)OCO2)c1ccc([N+](=O)[O-])cc1,?,·
CCOCCCNC(=S)N1C2CCC1CC(NC(=O)NC13CC4CC(CC(C4)C1)C3)C2 (centres undefined),?,·
COCCN(CCOC)S(=O)(=O)c1ccc(C(=O)Nc2nnc(C)o2)cc1,?,·
O=C(N/N=C/c1ccc2cccc(OCc3ccccc3)c2n1)c1ccc(Cl)cc1,?,·
O=C(Nc1cccc2nsnc12)C1CC(=O)N(c2ccccc2)C1 (centres undefined),i,-13
CCCS(=O)(=O)N1CCN(c2ccccc2F)CC1,?,·
Cc1[nH]c(=O)c(C#N)c2c1CSC(C)(C)C2,5%,-19
Cc1cccc(C(=O)NCC(=O)OCC(=O)N(C)CC(=O)Nc2ccccc2Cl)c1,-27%,-21
Cc1ccc(Oc2nc3ccccc3n3cccc23)cc1,i,·
COC(=O)C(NS(=O)(=O)c1ccc(C)cc1)c1ccccc1 (centres undefined),?,·
CCOC(=O)C(=CN=C(N)Nc1nc2ccccc2o1)C(=O)OCC,-1%,-17
CC(=O)C1=C(C)NC(SCC(=O)c2ccc(-c3ccccc3)cc2)=C(C#N)C1c1cccnc1 (centres undefined),-29%,-4
CCOCCn1c(CN2CCOCC2)nc2c1c(=O)[nH]c(=O)n2C,5%,12
COC(=O)C1=C(C)N(C)C(=S)NC1c1ccccc1 (centres undefined),?,·
COc1cc([N+](=O)[O-])cc(/C=N/NC(=O)Cn2cncn2)c1O,-3%,0
Cc1ccc(CNC(=O)c2cc(S(=O)(=O)N3CCCCC3)ccc2N2CCOCC2)cc1,?,·
O=C(COC(=O)[C@H](Cc1ccccc1)NC(=O)c1cccs1)Nc1c(Cl)cccc1Cl,10%,3
COc1nc(N)c(S(=O)(=O)c2ccccc2)cc1C#N,i,·
Cc1cccc(N2CCN(C(=O)C(C)C)CC2)c1C,i,17
Cc1ccccc1OCC(=O)NN1C(=O)C2C3C=CC(O3)C2C1=O (centres undefined),?,·
COc1cc(NC(=O)c2ccccc2)c(OC)cc1Cl,9%,-2
COc1ccc(C(=O)N/N=C/C2CC=CCC2)cc1OC (centres undefined),?,·
SMILES,Lipid storage S3,Lipid storage S3 cell count max
COC(=O)c1ccc(C(=O)OC)c(NC(=O)COc2ccccc2OC)c1,-19%,-9
CCn1c(NCCc2ccc(OC)c(OC)c2)nc2c1c(=O)n(C)c(=O)n2C,?,·
COc1ccccc1CNC(=O)COC(=O)c1ccc([N+](=O)[O-])o1,?,·
CN(CCc1ccccc1)Cc1nc(-c2cnccn2)no1,?,·
O=C(Nc1ccc(Cl)cc1)c1ccsn1,7%,1
COc1ccc(-n2nc3c(N4CCC(C(=O)NCC(C)c5ccccc5)CC4)nnc(C)c3c2C)cc1 (centres undefined),?,·
Cn1c(=O)n(Cc2ccccc2)c(=O)c2c1nc1n2CCCN1Cc1ccccc1,i,-9
O=C(CNC(=S)N(Cc1ccccc1)Cc1cccnc1)NC1CCCC1,19%,-5
O=[N+]([O-])c1cc(-c2nnc(C34CC5CC(CC(C5)C3)C4)o2)cc([N+](=O)[O-])c1,-3%,2
COc1ccc(-c2cn[nH]c2-c2ccc(OCC(=O)NN)cc2O)cc1,?,·
CCC/C(O)=C1\C(=O)CC(C)(C)CC1=NCCO,3%,·
O=C(CSc1nnc(Cc2ccccc2)o1)Nc1cccc(F)c1,?,·
O=C(CCS(=O)(=O)c1cc2c(cc1Cl)NC(=O)CO2)NCCc1ccccc1,?,·
Cc1ccc(-c2nc(CS(=O)(=O)CC(=O)N3CCN(C)CC3)c(C)o2)cc1,?,·
CN(C)/C(=N\S(=O)(=O)c1ccc(F)cc1)c1ccccc1,-5%,2
COc1cc(OC)c(OC)cc1CN1CCCC(C(=O)c2ccccc2SC)C1 (centres undefined),0%,7
CCOc1cc(/C=N/NC(=O)c2cccs2)cc([N+](=O)[O-])c1O,-2%,12
CC(=O)c1cccc(NC(=O)C2CCCCC2)c1,?,·
Cc1occc1C(=O)N1CCCC(Nc2ccc(C(C)C)cc2)C1 (centres undefined),?,·
CC(C)(C)c1ccc(NC(=O)Nc2ccc(F)cc2)cc1,?,·
Cn1c(C(=O)NCCN2CCOCC2)cc2c(=O)n3ccccc3nc21,?,·
O=C(C1CC1)N1CCc2cc(Br)cc(S(=O)(=O)NCc3ccc4c(c3)OCO4)c21,?,·
Cc1ccnc(NS(=O)(=O)c2ccc(NC(=O)Cc3ccc(F)cc3)cc2)n1,?,·
Cc1ccc(C(=O)NS(=O)(=O)c2ccccc2)cc1,13%,3
CC(c1ccco1)N(C(=O)c1ccccc1NS(=O)(=O)c1cc([N+](=O)[O-])ccc1Cl)c1ccccn1 (centres undefined),?,·
SMILES,Lipid storage S3,Lipid storage S3 cell count max
CCCCCCN1CC(O)=C(c2nc3ccccc3[nH]2)C1=N,18%,-14
CC(C)OCCCn1c(NN)nc2ccccc2c1=O,?,·
COC(=O)c1ccccc1NC(=O)c1ccc(-c2ccc(Br)cc2)o1,?,·
CCOC(=O)C1=C(O)/C(=C\c2cccs2)N=C1C,11%,2
CC(C)NS(=O)(=O)c1ccc(CCC(=O)Nc2ccc3c(c2)OCO3)cc1,?,·
CC(=O)Nc1ccc2oc(-c3cc(F)c(F)cc3Cl)nc2c1,?,·
O=C(CNC(=O)OCc1ccccc1)Oc1ccc2ccc(=O)oc2c1,?,·
CCOc1ccccc1N1CCN(Cc2ccc(OC)c(OC)c2)CC1,?,·
CC(C)CN(C(=O)COC(=O)c1ccc2c(c1)NC(=O)CS2)C1CCS(=O)(=O)C1 (centres undefined),?,·
Cc1cc(C)n(CCOC(=O)c2sc3ccccc3c2Cl)n1,?,·
CC1(C)Cc2nc3sc4c(=O)n(Cc5ccccc5)cnc4c3cc2CS1,?,·
Cc1ccccc1NC(=O)c1ccc2snnc2c1,?,·
CCc1nnc(NC(=O)Cn2nnc(-c3ccccc3F)n2)s1,?,·
O=C(CN1C(=O)NC2(CCCC2)C1=O)N1CCN(c2cccc(C(F)(F)F)c2)CC1,?,·
O=S(=O)(c1cccs1)N1CCC(Cc2ccccc2)CC1,i,-12
Cc1cc(C)c(S(=O)(=O)N2CCc3ccccc32)c(C)c1,?,·
Cn1c(CN2CCN(c3ccccc3NS(C)(=O)=O)CC2)nc2ccccc21,-1%,-12
O=C1CNC(=O)/C1=C/c1ccccc1,5%,29
CC(C)Nc1nnc(SC(C)C(=O)N(C)C2CCCCC2)s1 (centres undefined),1%,-7
CC(C)CNC(=O)C(=O)NNC(=O)C1CCCCC1,3%,-12
O=C(Nc1ccccc1C(=O)O)c1ccc(Cl)c(S(=O)(=O)N2CCOCC2)c1,-16%,-21
CCOC(=O)C1=C(O)/C(=C/c2ccccn2)SC1=Nc1ccc(Cl)cc1,?,·
O=C(c1cc(COc2cccc3cnccc23)on1)N1CCCC(CCCO)C1 (centres undefined),?,·
N#CC1=C2N=C(N)c3ccccc3N2C2=C(C(=O)CCC2)C1c1ccccc1F (centres undefined),?,·
Cn1cc(CNCc2cn(C)nc2-c2ccc(C3CCCCC3)cc2)cn1,-2%,6
CCN(CC)CCNC(=O)Cc1nn(Cc2ccccc2)c(=O)c2ccccc12,1%,14

# Compounds listed so far containing a COOH group (three):
SMILES,Lipid storage S3,Lipid storage S3 cell count max
CN(C)S(=O)(=O)c1ccc(C(=O)Nc2ccccc2C(=O)O)cc1,0%,19
CCNC(=O)CC(=O)Nc1ccccc1C(=O)O,?,·
O=C(Nc1ccccc1C(=O)O)c1ccc(Cl)c(S(=O)(=O)N2CCOCC2)c1,-16%,-21

# High-throughput results (PubChem)
